GPR151 activ: human GPR151 activation; Q8TDV0; PathHunter beta-arrestin GPR151 cells, luminescence; activation, % at 11.2 µM; 650,000 tested, 1% active; in the data active means activation above about 4.9%;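 further: 0% = median of compound wells and 100% = cells with positive control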
Target sequence (Q8TDV0 whole entry, looked up): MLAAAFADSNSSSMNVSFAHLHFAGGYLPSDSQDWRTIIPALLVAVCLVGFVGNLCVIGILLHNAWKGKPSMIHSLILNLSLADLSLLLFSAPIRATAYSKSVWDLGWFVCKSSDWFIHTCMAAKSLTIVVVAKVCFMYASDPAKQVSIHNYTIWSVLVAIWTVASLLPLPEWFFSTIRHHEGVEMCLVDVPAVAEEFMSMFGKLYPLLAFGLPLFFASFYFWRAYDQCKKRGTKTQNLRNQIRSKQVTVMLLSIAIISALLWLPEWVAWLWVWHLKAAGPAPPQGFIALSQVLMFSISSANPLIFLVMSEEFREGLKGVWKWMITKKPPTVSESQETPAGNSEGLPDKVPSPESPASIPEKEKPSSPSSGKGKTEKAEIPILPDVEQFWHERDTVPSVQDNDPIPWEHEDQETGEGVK
TEAD-YAP block: TEAD-YAP interaction inhibition | inhibition, % at 9.12 µM | 640,000 tested, 1.4% active | HEK-TIYL cells, TEAD-Gal4/YAP UAS-luciferase luminescence; in the data active means inhibition above about 32%;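 further: 0% = median of test compound wells and 100% = reference inhibitor wells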
FBW7 act: human FBW7 E3 ligase activation, primary screen; normalized activity (activation), % at 26.1 µM; 650,000 tested, 0.13% active; AlphaScreen FBW7–phospho-cyclin E peptide binding, activator screen; Q969H0; in the data active means normalized activity above about 1.9%;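 further: purified mutant Fbw7 with reduced substrate affinity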
MITF primary: human MITF inhibition, primary screen. O75030. AlphaScreen MITF homodimerization, bead proximity signal. inhibition, % at 2.6 µM. 650,000 tested, 0.91% active. AID 1259374; in the data active means inhibition above about 50%;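 further: 0% = vehicle wells with protein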
Target sequence (O75030 whole entry, looked up): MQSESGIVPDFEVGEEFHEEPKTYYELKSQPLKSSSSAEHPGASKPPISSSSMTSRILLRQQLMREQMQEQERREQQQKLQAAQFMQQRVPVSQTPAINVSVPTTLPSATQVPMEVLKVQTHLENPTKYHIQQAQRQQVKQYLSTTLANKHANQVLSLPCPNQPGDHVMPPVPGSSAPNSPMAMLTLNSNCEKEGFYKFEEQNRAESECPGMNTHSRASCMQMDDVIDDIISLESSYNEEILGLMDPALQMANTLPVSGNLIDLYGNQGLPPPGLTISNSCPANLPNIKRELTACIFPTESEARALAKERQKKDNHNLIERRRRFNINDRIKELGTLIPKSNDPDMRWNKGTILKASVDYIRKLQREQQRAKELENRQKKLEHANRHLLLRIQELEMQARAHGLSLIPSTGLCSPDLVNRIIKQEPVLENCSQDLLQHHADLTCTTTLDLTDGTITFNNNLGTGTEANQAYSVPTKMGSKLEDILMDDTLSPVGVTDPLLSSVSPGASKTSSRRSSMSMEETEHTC
* hit, by the source's call.

Labels used below – A = GPR151 activ; B = TEAD-YAP block; C = FBW7 act; D = MITF primary
[1] Cc1ccc2oc(=O)c3cnn(CC(=O)N4CCN(c5ccccc5)CC4)c3c2c1
  A: 0.4; B: -6; C: -0.2; D: -8

[2] O=[N+]([O-])c1ccc(NCCCNS(=O)(=O)c2ccc(Br)cc2)c(Cl)c1
  A: -0.4; B: -11; C: -0.1; D: -10

[3] Cc1cc(=O)oc(C)c1C(=O)NC1CCCCCCC1
  A: 0.5; B: -6; C: 0.0; D: -1

[4] O=C1OC(c2ccc(Br)cc2)=N/C1=C\c1ccc(Cl)cc1
  A: -0.8; B: 0; C: 0.0; D: 6

[5] COc1ccc(OC)c(NC(=O)Nc2nnc(N3CCCCC3C)s2)c1 (centres undefined)
  A: -0.4; B: -12; C: -0.2; D: 2

[6] Cc1ccc(S(=O)(=O)Nc2ccccc2C(=O)Nc2ccc([N+](=O)[O-])cc2)cc1
  A: 1.0; B: 63*; C: 0.3; D: 19

[7] Cc1ccc2nc(C)c(C(=O)N(C)c3ccccc3)n2c1
  A: 1.6; B: -3; C: 0.3; D: 4

[8] O=C(Nc1ccc(-c2noc(Cc3ccc(Cl)cc3)n2)cc1)c1ccco1
  A: -1.5; B: -85; C: 0.0; D: -8

[9] CC(=O)N1CCOc2cc(S(=O)(=O)N3CCCC(C)C3)ccc21 (centres undefined)
  A: 1.4; B: 11; C: 0.6; D: 17

[10] Cc1ccccc1/C=C1\N=C(c2cccc(I)c2)OC1=O
  A: 1.4; B: -45; C: 0.0; D: -6

[11] Cc1c(Cl)ccc(NC(=O)C2CCCN2S(=O)(=O)c2ccccc2)c1Cl (centres undefined)
  A: -0.2; B: 3; C: -0.1; D: -5

[12] O=C(Oc1ccccc1)c1ccc(NC(=O)c2cc(S(=O)(=O)N3CCOCC3)ccc2Cl)cc1
  A: 1.7; B: -2; C: 0.0; D: -3

[13] CCCC(=O)c1cc(F)c(N2CCOCC2)cc1C
  A: 1.0; B: 1; C: 0.0; D: 7

[14] COCC(=O)OCC(=O)Nc1ccc(C)cc1
  A: -0.9; B: -6; C: 0.1; D: 16

[15] CC(C)NC(=O)Cn1nc2c3ccccc3nc(C(C)C)n2c1=O
  A: 1.2; B: 20; C: -0.1; D: -6

[16] c1ccc(CN2CCN(C(c3ccccc3)c3nnnn3CC3CCCO3)CC2)cc1 (centres undefined)
  A: -0.1; B: 7; C: 1.7; D: -1

[17] Cc1nc(Cl)c(C=O)n1-c1ccccc1
  A: 0.3; B: 8; C: -0.1; D: -1

[18] Cc1ccc(-c2noc(CNC(=O)C(C)(C)C)n2)cc1
  A: -0.8; B: -27; C: 0.0; D: -10

[19] CC(NC(=O)c1nn2c(C(F)(F)F)cc(-c3cccs3)nc2c1Cl)C1CC2CCC1C2 (centres undefined)
  A: -1.4; B: -5; C: 0.6; D: 4

[20] N#CCCn1nc(-c2cccs2)n(-c2ccncc2)c1=O
  A: -0.2; B: 3; C: -0.2; D: 3

[21] CC1CCC(=NNC(=O)c2cccc([N+](=O)[O-])c2)CC1 (centres undefined)
  A: 2.0; B: -10; C: 0.0; D: -8

[22] COCCN(C(=O)Cc1ccc(F)cc1)C1CCN(CCc2ccccn2)CC1
  A: 1.5; B: 0; C: 0.1; D: 12

[23] c1ccc(-c2ccc(OCCN3CCCCC3)nc2)cc1
  A: -0.3; B: -29; C: -0.4; D: -11

[24] Cc1ccc2oc(=O)c3cnn(CC(=O)NC(C)C)c3c2c1
  A: 0.2; B: -1; C: 0.0; D: -12

[25] CC(=O)Nc1ccc(Nc2nccn3c(-c4ccccc4CO)cnc23)cc1
  A: -0.4; B: 2; C: 0.2; D: -1

Laid out differently: results already given
21: CC1CCC(=NNC(=O)c2cccc([N+](=O)[O-])c2)CC1 (centres undefined)
  GPR151 activ = 2.0 | TEAD-YAP block = -10 | FBW7 act = 0.0 | MITF primary = -8
22: COCCN(C(=O)Cc1ccc(F)cc1)C1CCN(CCc2ccccn2)CC1
  GPR151 activ = 1.5 | TEAD-YAP block = 0 | FBW7 act = 0.1 | MITF primary = 12

Going on with the list.
Labels used below – A = GPR151 activ; B = TEAD-YAP block; C = FBW7 act; D = MITF primary
[26] NC1=NC(=O)C(CC(=O)c2ccccc2)S1 (centres undefined)
  A: 0.7; B: 3; C: 0.2; D: 6

[27] Cc1cc(S(=O)(=O)N2CCOC23CCN(C(=O)CCc2ccccc2)CC3)ccc1F
  A: 3.3; B: 3; C: 0.0; D: 8

[28] COc1cccc(C2C(C(=O)OCC(C)C)=C(C)Nc3c2c(=O)n(C)c(=O)n3C)c1 (centres undefined)
  A: -1.4; B: 2; C: -0.4; D: -12

[29] CCOC(=O)N1CCC(n2c(SCC(=O)NCC3CCCO3)nc3ccsc3c2=O)CC1 (centres undefined)
  A: 0.3; B: -11; C: 0.6; D: 2

[30] CC(C)OC(=O)c1cccc(N2C(=O)C3C4CCC(C4)C3C2=O)c1 (centres undefined)
  A: -0.5; B: 3; C: 0.0; D: 12

[31] COc1ccccc1C1NC(=O)NC(C)=C1C(=O)OCCc1ccccc1 (centres undefined)
  A: -0.9; B: -11; C: -0.1; D: 4

[32] O=C(CCc1ccccc1)Nc1nnc(SCC(=O)N2CCCCC2)s1
  A: 0.3; B: -2; C: -0.1; D: 13

[33] CCC[C@@H]1NC(=O)[C@@H]2C[C@H](NCc3cc(C)ccc3C)CN2C1=O
  A: -0.5; B: 3; C: 0.0; D: 13

[34] Cc1c(C(=O)NCc2cccnc2)oc2ccccc12
  A: 2.2; B: -3; C: 0.4; D: 10

[35] O=S(=O)(c1cccc(-c2nnc(SCC3CCCO3)o2)c1)N1CCCCC1 (centres undefined)
  A: -0.6; B: -8; C: 0.0; D: -3

[36] CCOc1ccc(-n2c(C)c3c(OCC)cccc(=O)c3c2C)cc1
  A: 0.9; B: -1; C: 0.1; D: 8

[37] CCOc1ccccc1C1CC(=O)Nc2c1ccc1c(O)cccc21 (centres undefined)
  A: -0.7; B: -4; C: 0.1; D: 5

[38] O=C(O)COc1ccc(C=C2C(=O)NC(=O)NC2=O)cc1Cl
  A: -1.1; B: 17; C: -1.0; D: 8

[39] CCCCOC(=O)CCC1CCCC1=O (centres undefined)
  A: 1.3; B: 1; C: 0.0; D: 4

[40] Cc1cc(C=O)c(C)n1-c1cccc2ccccc12
  A: 0.9; B: -7; C: -0.1; D: -2

[41] O=C(Cc1cc(=O)[nH]c(SCc2ccc(F)cc2)n1)N1CCc2ccccc21
  A: -0.5; B: 0; C: 0.0; D: 9

[42] Cc1cccc2nc(NC(=O)c3ccc(Oc4ccccc4)cc3)sc12
  A: 1.0; B: 52*; C: 0.0; D: -14

[43] CCOc1ccccc1NC(=O)CSc1ccc(-c2ccc(Cl)cc2)nn1
  A: 4.1; B: 0; C: 0.0; D: -7

[44] CC1CCCCN1C(=O)CN1C(=O)N2CCN=C2c2ccccc21 (centres undefined)
  A: 1.2; B: 26; C: -0.2; D: 1

[45] Fc1ccc(CSc2nc(NCC3CCCO3)c3ccccc3n2)cc1 (centres undefined)
  A: 0.6; B: -12; C: -0.1; D: -5

[46] COc1ccc(C2C(C(=O)OCCc3ccccc3)=C(C)NC3=C2C(=O)CCC3)cc1 (centres undefined)
  A: -1.2; B: -1; C: 0.1; D: 1

[47] COc1ccccc1C1SCCN1S(=O)(=O)c1ccc(I)cc1 (centres undefined)
  A: -0.6; B: 4; C: 0.1; D: -5

[48] Cc1ccc(NC(=O)CCCn2nc([N+](=O)[O-])c(Br)c2C)cc1C
  A: -0.9; B: 3; C: 0.0; D: -2

[49] COc1ccc(-c2cccc(C(=O)Nc3ccc(NC(C)=O)cc3)c2)cn1
  A: -2.5; B: -2; C: 0.2; D: -6

[50] COc1cc(Nc2nc(SCC(=O)c3ccc(F)cc3)nc3ccccc23)cc(OC)c1
  A: 1.2; B: 10; C: -0.2; D: -3

Gathered by group: those above containing bromine.
Labels used below – A = GPR151 activ; B = TEAD-YAP block; C = FBW7 act; D = MITF primary
[2] O=[N+]([O-])c1ccc(NCCCNS(=O)(=O)c2ccc(Br)cc2)c(Cl)c1
  A: -0.4; B: -11; C: -0.1; D: -10

[4] O=C1OC(c2ccc(Br)cc2)=N/C1=C\c1ccc(Cl)cc1
  A: -0.8; B: 0; C: 0.0; D: 6

[48] Cc1ccc(NC(=O)CCCn2nc([N+](=O)[O-])c(Br)c2C)cc1C
  A: -0.9; B: 3; C: 0.0; D: -2

Arranged by heavy-atom count (smallest number first): 3 of the compounds above
Labels used below – A = GPR151 activ; B = TEAD-YAP block; C = FBW7 act; D = MITF primary
[39] CCCCOC(=O)CCC1CCCC1=O (centres undefined)
  A: 1.3; B: 1; C: 0.0; D: 4

[33] CCC[C@@H]1NC(=O)[C@@H]2C[C@H](NCc3cc(C)ccc3C)CN2C1=O
  A: -0.5; B: 3; C: 0.0; D: 13

[41] O=C(Cc1cc(=O)[nH]c(SCc2ccc(F)cc2)n1)N1CCc2ccccc21
  A: -0.5; B: 0; C: 0.0; D: 9

Later entries
Labels used below – A = GPR151 activ; B = TEAD-YAP block; C = FBW7 act; D = MITF primary
[51] N#Cc1ccccc1S(=O)(=O)N1CCN(c2ccccc2)CC1
  A: -0.5; B: -8; C: -0.1; D: 6

[52] CCc1ccc(NC(=O)c2ccc(F)c(S(=O)(=O)N3CCN(c4ccc(C)cc4)C(C)C3)c2)cc1 (centres undefined)
  A: -1.8; B: 21; C: -0.3; D: 9

[53] COc1ccc2ccccc2c1/C=C1/N=C(c2ccc(Br)cc2)OC1=O
  A: 1.1; B: -18; C: 0.3; D: 7

[54] COc1ccc(OC)c(/C=C2\N=C(c3ccc(Cl)c([N+](=O)[O-])c3)OC2=O)c1
  A: 1.2; B: 0; C: 0.1; D: 4

[55] CCN1C=C(C(=O)OC)C(c2cc3c(cc2Br)OCO3)C(C(=O)OC)=C1
  A: 0.2; B: 7; C: 0.3; D: 4

[56] O=C(Oc1coc(CSc2ncccn2)cc1=O)C1CC(=O)N(c2ccc(F)cc2)C1 (centres undefined)
  A: -0.3; B: 4; C: 0.1; D: 16

[57] CC(C)C[C@H]1C(=O)N2CCN(C(=O)c3ccc(C(F)(F)F)cc3)C[C@@H]2C(=O)N1C
  A: -0.8; B: -3; C: 0.8; D: 7

[58] COC(=O)c1ccccc1C(=O)Oc1coc(CSc2nccc(C)n2)cc1=O
  A: 4.4; B: 5; C: 0.0; D: 16

[59] COc1ccc(/C=C/c2ccnc(NS(=O)(=O)c3ccc(N)cc3)n2)cc1
  A: 0.8; B: -15; C: -0.3; D: -6

[60] CCCNC(=O)NC1CC2(CCCCC2)Oc2ccccc21 (centres undefined)
  A: -0.6; B: -2; C: 0.8; D: 12

[61] CCc1ccccc1NC(=O)c1nn2c(C(F)(F)F)cc(-c3ccccc3)nc2c1Br
  A: 0.3; B: -9; C: 0.0; D: -2

[62] COC(=O)C1(c2ccccc2)NC(c2ccc(O)cc2)C2C(=O)N(C)C(=O)C21 (centres undefined)
  A: 1.3; B: 2; C: -0.2; D: -8

[63] COc1ccccc1CNC(=O)c1cc2c(=O)n3cccc(C)c3nc2n1C
  A: 0.0; B: 1; C: -0.2; D: 6

[64] Fc1ccccc1-c1nc(N2CCC(Cc3ccccc3)CC2)c2ccccc2n1
  A: -0.9; B: -5; C: -0.1; D: 1

[65] COc1ccc2nc(NC(=O)Nc3ccc4c(c3)N(C)C(=O)CS4)sc2c1
  A: 0.9; B: 12; C: 0.2; D: 3

[66] Cc1ccc(CCC2C3=C(CCCC3=O)OC3=C2C(=O)CCC3)cc1
  A: 0.8; B: 9; C: -0.1; D: 11

[67] COc1ccc(NC(=O)c2ccc(Cl)cc2)c([N+](=O)[O-])c1
  A: 0.1; B: -54; C: -0.2; D: 7

[68] CC(=O)Nc1cc2nn(-c3ccccc3)nc2cc1C
  A: -6.5; B: 50*; C: 0.0; D: -12

[69] O=C(COc1ccc2c(=O)c(-c3ccccc3)coc2c1)Nc1ccc(F)cc1
  A: 1.1; B: 5; C: -0.3; D: -12

[70] CCCCN(CC)C(=O)CSc1nc2n[nH]c(C)c2c(=N)n1-c1cccc(Cl)c1
  A: 0.5; B: -12; C: 0.3; D: 8

[71] Cc1cc(C)nc(NS(=O)(=O)c2ccc(NS(C)(=O)=O)cc2)n1
  A: 0.3; B: -2; C: 0.0; D: 25

[72] COc1ccc(C2(CC(=O)N3CC4CCCC3C4)CC(=O)N(C3CCCC3)C2=O)cc1 (centres undefined)
  A: -0.8; B: -48; C: 0.1; D: -5

[73] N#Cc1cc(-c2cccnc2)no1
  A: 1.8; B: 6; C: 0.1; D: 5

[74] COc1ccc(S(=O)(=O)n2c(SCc3cccnc3)nc3ccccc32)cc1
  A: 2.5; B: -17; C: -0.2; D: 2

[75] Cn1cc(C(=O)N2CCC(c3ccnc(-c4ccccc4)n3)CC2)c(=O)c2ccccc21
  A: -1.0; B: -9; C: -0.1; D: -8

[76] CCOC(=O)c1c(C)oc2ccc(N(C(=O)c3ccccc3)S(=O)(=O)c3ccc(Cl)cc3)cc12
  A: -0.3; B: -5; C: 0.1; D: 8

Screens (PubChem)

Outcome played no part in choosing rows; overall some 3.5% were active at least once.
